Source: PubChem
Rtt109 HAT inh = inhibitors of C. albicans Rtt109/Vps75 HAT, primary screen, biochemical, ThioGlo CoA-SH fluorescence, plate reader | 330,000 compounds, 0.16% hits | Histone acetyltransferase RTT109 (Candida albicans (strain SC5314 / ATCC MYA-2876)), … | purified Rtt109/Vps75, 4 h | inhibition, % at 34.9 µM;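 active means inhibition of at least 50% in every replicate; inconclusive means best replicate reaches 50% inhibition but some replicates fall short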
PvdQ inh = P. aeruginosa PvdQ acylase inhibitors, primary screen, biochemical, fluorescence, plate reader and imaging, single point. 340,000 compounds, 0.063% hits. inhibition, % at 10 µM. purified PvdQ acylase. PvdQ acylase [Pseudomonas aeruginosa LESB58]; in the data active means inhibition above about 30%, passing the limit was not always enough; inconclusive means no clear call, values can overlap the other calls;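 further: 0% = vehicle neutral wells and 100% = reference inhibitor wells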
HTR5A ag = HTR5A agonists in luminescence cell assay, primary screen, counter-screen for OPRM1-OPRD1 heterodimer agonist project, full-deck HTS | 340,000 compounds, 0.61% hits | AID 504692, 2011 | 5-hydroxytryptamine receptor 5A (Homo sapiens), P47898 | cell-based | activation, % at 9.3 µM; in the data active means activation mostly above about 9.5%, no sharp cut-off; inactive means mostly below about 7.6%;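 further: 0% = cells with vehicle only and 100% = reference agonist; strong numbers were not always called active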
Target sequence (P47898 whole entry, looked up): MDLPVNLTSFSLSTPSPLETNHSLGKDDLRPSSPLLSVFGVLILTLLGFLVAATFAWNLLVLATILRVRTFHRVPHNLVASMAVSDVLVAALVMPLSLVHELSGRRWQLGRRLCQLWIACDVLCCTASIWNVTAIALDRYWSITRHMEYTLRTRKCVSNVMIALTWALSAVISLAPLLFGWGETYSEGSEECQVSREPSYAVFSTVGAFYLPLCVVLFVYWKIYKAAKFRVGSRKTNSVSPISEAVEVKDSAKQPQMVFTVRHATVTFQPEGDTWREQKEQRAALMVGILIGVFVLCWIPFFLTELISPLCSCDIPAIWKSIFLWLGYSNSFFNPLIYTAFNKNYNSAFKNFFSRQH
CDK5 p35 inh = inhibitors of human CDK5/p35 kinase, primary screen, biochemical, single concentration; Recombinant CDK5/p35, ADP-Glo luminescence, 60 min; inhibition, % at 10 µM; 330,000 compounds, 0.01% hits; AID 488839, 2010;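 active means highest replicate inhibition of at least 50% and at least 75% of replicates reaching 50%; inconclusive means only one of the two criteria met; inactive means both criteria failed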;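 further: plate controls were DMSO neutral control for no effect and GW8510 at 10 µM for full effect; many of its hits are not listed in these tables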
cardiac RTF act = cardiac RTF calcium sensitivity activators, primary screen, biochemical, IANBD-TnC fluorescence, EC20 calcium; AID 493008, 2010; 340,000 compounds, 0.24% hits; activation, % at 7.2 µM; IANBD-labeled TnC RTF fluorescence at EC20 calcium; 0% EC20 calcium, 100% full calcium; Troponin I, cardiac muscle (Homo sapiens) + Troponin T, cardiac muscle (Homo sapiens) + …;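 active means activation above the mean over all tested compounds plus 3 SD, cut at about 30% in these data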;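 further: rise in fluorescence read as greater calcium sensitivity of cardiac thin filaments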
dFosB act = activators of delta FosB homodimer, primary screen, biochemical, fluorescence polarization, TAMRA-CDK5 oligo, single point. purified delta FosB; percent of positive-control signal above neutral wells. 340,000 compounds, 0.99% hits. activation, % at 25 µM. Protein FosB (Mus musculus), P13346;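 active means mean activation above about 17%, with every replicate also reaching it, limit read from the data, passing the limit was not always enough; inconclusive means only one of the two conditions met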;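 further: fluorescence polarization rise as delta FosB binds a TAMRA Cdk5 AP-1 oligo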
SR-BI HDL uptake = inhibitors of SR-BI mediated HDL lipid uptake, primary screen, ldlA[mSR-BI] cells, fluorescence, single point | Scavenger receptor class B member 1 (Mus musculus), Q61009 | ldlA[mSR-BI] CHO cells, DiI-HDL uptake fluorescence, 3 h | inhibition, % at 12.5 µM | 320,000 compounds, 0.96% hits | AID 488896, 2010;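 active means mean replicate inhibition of at least 70% and a set share of replicates each scoring 70 or more; inconclusive means meets just one of the two criteria; inactive means fails both criteria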;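 further: 0% = median of neutral control wells and 100% = median of positive control wells; values of inactives mirror those of a sister screen read the other way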
Target sequence (Q61009 whole entry, looked up): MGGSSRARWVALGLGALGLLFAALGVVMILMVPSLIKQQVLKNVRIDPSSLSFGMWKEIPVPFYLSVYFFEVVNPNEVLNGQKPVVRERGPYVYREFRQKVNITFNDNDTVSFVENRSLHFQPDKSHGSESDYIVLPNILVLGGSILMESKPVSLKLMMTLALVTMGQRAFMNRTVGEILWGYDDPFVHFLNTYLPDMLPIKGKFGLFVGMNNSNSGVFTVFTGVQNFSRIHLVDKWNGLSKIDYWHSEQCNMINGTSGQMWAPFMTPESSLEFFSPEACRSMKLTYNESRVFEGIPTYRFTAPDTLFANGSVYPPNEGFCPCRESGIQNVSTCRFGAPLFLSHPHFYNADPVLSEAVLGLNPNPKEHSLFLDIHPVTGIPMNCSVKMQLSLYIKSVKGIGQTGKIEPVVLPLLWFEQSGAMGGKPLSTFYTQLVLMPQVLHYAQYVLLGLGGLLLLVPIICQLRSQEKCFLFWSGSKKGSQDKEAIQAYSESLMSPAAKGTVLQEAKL
MITF TRPM1 HTS = activators of MITF-driven TRPM1 promoter reporter, primary screen, cell-based, SK-MEL-5, luciferase, single point; 300,000 compounds, 0.75% hits; activation, % at 12.5 µM; SK-MEL-5 TRPM1-promoter luciferase, 24 h; % of positive control, neutral wells = 0;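 active means mean activation of at least 80% with every replicate also reaching 80%; inconclusive means mean reaches 80% but some replicate falls short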;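 further: 0% = neutral control wells and 100% = parthenolide positive control wells; values of inactives mirror those of a sister screen read the other way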
Wnt act = Wnt/beta-catenin pathway activators, primary screen, cell-based, plate reader, single point. Wnt/beta-catenin reporter cell assay, activator. activation, % at 9.35 µM. 300,000 compounds, 1.2% hits. AID 743398, 2014; in the data active means activation above about 30%, passing the limit was not always enough; inconclusive means no clear call, values can overlap the other calls;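 further: 0% = neutral control wells and 100% = positive control wells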
SR-BI uptake up = activators of SR-BI mediated DiI-HDL uptake, primary screen, ldlA[mSR-BI] CHO cells, DiI fluorescence; 320,000 compounds, 0.096% hits; activation, % at 12.5 µM; AID 504775, 2011; 3 h; 100 = double the neutral-control signal;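 active means mean replicate activation of at least 60% and every replicate at or above 60%; inconclusive means mean or all-replicate condition met, but not both; inactive means mean below 60% and not all replicates reaching 60%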;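 further: 0% = median plate neutral-control signal and 100% = twice that signal; values of inactives mirror those of a sister screen read the other way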
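Test system: SR-BI-overexpressing, LDLR-lacking CHO cells; Medium: Ham's F12 with 0.5% BSA, HEPES 25 mM, pH 7.4; Schedule: 3 h, 37 °C; Technique: bottom-read fluorescence, 550/595 nm.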
An asterisk follows results filed as active. Rows are unselected (roughly 4.4% active in at least one column).

`CC1(CCc2ccc(O)cc2)NC(=O)NC1=O` (stereo not drawn) gave Rtt109 HAT inh -12, PvdQ inh -15, HTR5A ag -2, CDK5 p35 inh -0.6, cardiac RTF act 4, dFosB act -5, SR-BI HDL uptake -32, MITF TRPM1 HTS -8 and SR-BI uptake up 32.
Screening CC(C(=O)N(C)C1CCS(=O)(=O)C1)N1C(=O)/C(=C/c2ccc(F)cc2)SC1=S (stereo not drawn) returned Rtt109 HAT inh 0, PvdQ inh -7, HTR5A ag 2, cardiac RTF act -5, dFosB act -10, SR-BI HDL uptake 0, MITF TRPM1 HTS -19, Wnt act -4 and SR-BI uptake up 0.
CCOc1ccc(CCNC(=O)CS(=O)Cc2nc(-c3ccccc3Cl)oc2C)cc1OCC (stereo not drawn) was read as Rtt109 HAT inh -28, PvdQ inh -18, HTR5A ag 3, CDK5 p35 inh 2.2, cardiac RTF act -8, dFosB act -10, SR-BI HDL uptake 48, MITF TRPM1 HTS 12, Wnt act -1 and SR-BI uptake up -48.
For CCN(C(=O)C(C)N1C(=O)/C(=C/c2ccco2)SC1=S)C1CCS(=O)(=O)C1 (stereo not drawn) the results were Rtt109 HAT inh 36, PvdQ inh 4, HTR5A ag 0, cardiac RTF act -6, dFosB act -4, SR-BI HDL uptake 10, MITF TRPM1 HTS -10, Wnt act -2 and SR-BI uptake up -10.
Screening CCN1CCN(C(=O)CCn2c(=O)c3cccn3c3cccnc32)CC1 returned Rtt109 HAT inh -8, PvdQ inh 3, HTR5A ag -2, CDK5 p35 inh 1.7, cardiac RTF act 2, dFosB act -11, SR-BI HDL uptake 11, MITF TRPM1 HTS 3, Wnt act -2 and SR-BI uptake up -11.
Screening CCC(=O)Nc1ccccc1C(=O)N1CCCC1 returned Rtt109 HAT inh 2, PvdQ inh -9, HTR5A ag 2, CDK5 p35 inh -1.1, cardiac RTF act 5, dFosB act 3, SR-BI HDL uptake -8, MITF TRPM1 HTS 6, Wnt act -6 and SR-BI uptake up 8.
For Cc1nn(CC(=O)c2ccc(Cl)cc2Cl)c(C)[n+]1N the results were Rtt109 HAT inh -1, PvdQ inh -3, HTR5A ag -1, CDK5 p35 inh 0.2, cardiac RTF act 0, dFosB act -2, SR-BI HDL uptake -8, MITF TRPM1 HTS 0, Wnt act -2 and SR-BI uptake up 8.
`CC1CCC2C(=O)N(c3ccc(C(=O)NCc4ccccc4)cc3)C(=O)C2C1` (stereo not drawn) gave Rtt109 HAT inh 4, PvdQ inh 1, HTR5A ag 5, CDK5 p35 inh -0.1, cardiac RTF act 5, dFosB act 4, SR-BI HDL uptake 6, MITF TRPM1 HTS -2, Wnt act -3 and SR-BI uptake up -6.
`Cc1ccc(C)c(OCc2cc(C(=O)N3CCN(C(=O)c4ccco4)CC3)no2)c1` gave Rtt109 HAT inh -2, PvdQ inh -8, HTR5A ag 5, CDK5 p35 inh -1.8, cardiac RTF act 0, dFosB act -16, SR-BI HDL uptake 14, MITF TRPM1 HTS 34, Wnt act 17 and SR-BI uptake up -14.
Screening C=CCC(O)(CCN1CCCCC1)c1ccccc1 (stereo not drawn) returned Rtt109 HAT inh -6, PvdQ inh -5, HTR5A ag -3, CDK5 p35 inh 2.5, cardiac RTF act -1, dFosB act -4, SR-BI HDL uptake -54, MITF TRPM1 HTS -2 and SR-BI uptake up 54.
CN(C)CCC(C(=O)c1ccccc1)c1ccncc1 (stereo not drawn) was read as Rtt109 HAT inh 2, PvdQ inh -9, HTR5A ag -4, CDK5 p35 inh -1.6, cardiac RTF act 0, dFosB act -15, SR-BI HDL uptake -13, MITF TRPM1 HTS 2, Wnt act -1 and SR-BI uptake up 13.
CCOc1ccc(-n2c(=O)[nH]cc(C(=O)N3CCCc4ccccc43)c2=O)cc1 was read as Rtt109 HAT inh 15, PvdQ inh -10, HTR5A ag 0, CDK5 p35 inh 1.1, cardiac RTF act 14, dFosB act -1, SR-BI HDL uptake 26 and SR-BI uptake up -26.
Screening COc1ccc(C2C(C(C)=O)=C(O)C(=O)N2c2nc3ccccc3s2)cc1OC (stereo not drawn) returned Rtt109 HAT inh 4, PvdQ inh 4, HTR5A ag -3, CDK5 p35 inh 1.9, cardiac RTF act 2, dFosB act -10, SR-BI HDL uptake 12, MITF TRPM1 HTS -6, Wnt act 1 and SR-BI uptake up -12.
For O=[N+]([O-])c1cccnc1N1CCOCC1 the results were Rtt109 HAT inh -7, PvdQ inh -8, HTR5A ag 7, CDK5 p35 inh -1.0, cardiac RTF act 4, dFosB act -6, SR-BI HDL uptake -34, MITF TRPM1 HTS -5 and SR-BI uptake up 34.
For COc1ccccc1Cn1c(=S)[nH]c2cc(C(=O)NCCN(C)C)ccc2c1=O the results were Rtt109 HAT inh -7, PvdQ inh 8, HTR5A ag -1, CDK5 p35 inh 0.7, cardiac RTF act -6, dFosB act -3, SR-BI HDL uptake -5, MITF TRPM1 HTS 6, Wnt act -1 and SR-BI uptake up 5.
For CN(C)C(CNC(=O)CCc1nc2cc(Cl)ccc2n(Cc2ccccc2)c1=O)c1ccccc1 (stereo not drawn) the results were Rtt109 HAT inh -11, PvdQ inh -8, HTR5A ag -9, CDK5 p35 inh -4.6, cardiac RTF act 4, dFosB act inconclusive, SR-BI HDL uptake 22, MITF TRPM1 HTS 5, Wnt act -1 and SR-BI uptake up -22.
For Fc1ccc(CSc2nnc(-c3cccnc3)n2Cc2ccco2)cc1 the results were Rtt109 HAT inh 1, PvdQ inh -7, HTR5A ag 3, CDK5 p35 inh -0.4, cardiac RTF act -1, dFosB act -4, SR-BI HDL uptake -10, Wnt act -4 and SR-BI uptake up 10.
`O=C(c1cc2ccccc2oc1=O)N1CCN(c2ccc(N3CCOCC3)nn2)CC1` gave Rtt109 HAT inh -1, PvdQ inh 2, HTR5A ag 0, CDK5 p35 inh -1.2, cardiac RTF act 7, dFosB act -3, SR-BI HDL uptake -18, MITF TRPM1 HTS 8, Wnt act -1 and SR-BI uptake up 18.
`Oc1ccc(Br)cc1CNc1nccs1` gave Rtt109 HAT inh 5, PvdQ inh 2, HTR5A ag 7, CDK5 p35 inh -1.9, cardiac RTF act -5, dFosB act -3, SR-BI HDL uptake -2, Wnt act 0 and SR-BI uptake up 2.
COc1ccc(C(=O)NCCNc2nc3cc(C)c(C)cc3cc2C)cc1 was read as Rtt109 HAT inh 1, PvdQ inh -7, HTR5A ag 4, CDK5 p35 inh 0.0, cardiac RTF act 7, dFosB act 25*, SR-BI HDL uptake 20, MITF TRPM1 HTS 1, Wnt act -2 and SR-BI uptake up -20.
`CC1CCN(S(=O)(=O)c2cccc(-c3csc(-c4cccnc4)n3)c2)CC1` gave Rtt109 HAT inh 1, PvdQ inh -8, HTR5A ag -9, CDK5 p35 inh 0.5, cardiac RTF act 1, dFosB act -4, SR-BI HDL uptake -8, MITF TRPM1 HTS -7 and SR-BI uptake up 8.
For CCCCn1c(NCc2cccs2)nc2ccccc21 the results were Rtt109 HAT inh 5, PvdQ inh -10, HTR5A ag -5, CDK5 p35 inh -0.6, cardiac RTF act -2, dFosB act -5, SR-BI HDL uptake -4, MITF TRPM1 HTS 6, Wnt act -7 and SR-BI uptake up 4.
Screening O=C(NCCCCCCCCCNC(=O)C(F)(F)F)C(F)(F)F returned Rtt109 HAT inh -1, PvdQ inh 2, HTR5A ag 1, CDK5 p35 inh -0.5, cardiac RTF act 1, dFosB act 1, SR-BI HDL uptake 9, MITF TRPM1 HTS -11 and SR-BI uptake up -9.
COC(=O)c1[nH]nc2c1C(=O)N(Cc1ccccc1)C2=O was read as Rtt109 HAT inh 0, PvdQ inh -11, HTR5A ag -4, CDK5 p35 inh 0.6, cardiac RTF act -2, dFosB act -2, SR-BI HDL uptake 9, MITF TRPM1 HTS -1, Wnt act 1 and SR-BI uptake up -9.
`O=C(Nc1nnc(-c2ccc(Cl)cc2)o1)c1cccc(N2C(=O)CCC2=O)c1` gave Rtt109 HAT inh 5, PvdQ inh 17, HTR5A ag -1, CDK5 p35 inh -0.2, cardiac RTF act 5, dFosB act 4, SR-BI HDL uptake -10, MITF TRPM1 HTS 0 and SR-BI uptake up 10.
CCCCNC(=O)c1oc2ccc(S(=O)(=O)N3CCCC3)cc2c1C was read as Rtt109 HAT inh -4, PvdQ inh -2, HTR5A ag 2, CDK5 p35 inh -0.3, cardiac RTF act -2, dFosB act -10 and Wnt act -5.
`O=C(OCC(=O)N1CCOCC1)c1ccc2ccccc2c1` gave Rtt109 HAT inh -6, PvdQ inh 4, HTR5A ag 2, CDK5 p35 inh 0.5, cardiac RTF act -6, dFosB act -3, SR-BI HDL uptake 4, MITF TRPM1 HTS 36, Wnt act 4 and SR-BI uptake up -4.
For Cc1ccc(CNC(=O)c2cc(=O)c3ccccc3o2)cc1 the results were Rtt109 HAT inh -4, PvdQ inh -5, HTR5A ag 6, CDK5 p35 inh -0.3, cardiac RTF act -7, dFosB act -2, SR-BI HDL uptake 1, MITF TRPM1 HTS 4, Wnt act -2 and SR-BI uptake up -1.
For COc1ccc(OC)c(C(=O)c2ccc(C(=O)N3CCN(Cc4csc(C)n4)CC3)cc2)c1 the results were Rtt109 HAT inh 6, PvdQ inh 2, CDK5 p35 inh 0.7, dFosB act -5, SR-BI HDL uptake 52, MITF TRPM1 HTS -9, Wnt act -2 and SR-BI uptake up -52.
Screening CC1CCc2c(nc3ncnn3c2NCCc2ccccc2F)C1 (stereo not drawn) returned Rtt109 HAT inh -14, PvdQ inh 2, HTR5A ag 2, CDK5 p35 inh 0.0, cardiac RTF act -3, dFosB act -9, SR-BI HDL uptake 73*, MITF TRPM1 HTS 23, Wnt act 2 and SR-BI uptake up -73.
O=C(c1ccco1)N1CCN(C(=O)c2ccccc2NS(=O)(=O)c2ccc(F)cc2)CC1 was read as Rtt109 HAT inh -6, PvdQ inh -6, HTR5A ag -4, CDK5 p35 inh -0.1, cardiac RTF act -4, dFosB act 3, SR-BI HDL uptake -14, MITF TRPM1 HTS 6, Wnt act 2 and SR-BI uptake up 14.
For CCC(CC)c1nnc(NC(=O)C2CC(=O)N(CCc3ccc(F)cc3)C2)s1 (stereo not drawn) the results were Rtt109 HAT inh -5, PvdQ inh -15, HTR5A ag -3, CDK5 p35 inh -0.9, cardiac RTF act -4, dFosB act -11, SR-BI HDL uptake -10, MITF TRPM1 HTS -1, Wnt act -2 and SR-BI uptake up 10.
